Source: PubChem BioAssay (several laboratories)
HIV fusion peptide: inhibitors of HIV fusion peptide binding, primary screen, biochemical, uHTS, fluorescence dequenching (AID 1986); cell-free peptide binding, fluorescence dequenching, 30 min; higher % means a stronger effect; inhibition, % at 20 µM; hits with a dose series show IC50 in µM; hit rate 0.3% among 290,000; in the data active means inhibition mostly above about 52%, no sharp cut-off; inactive means mostly below about 76%; further: some results filed as inactive read as strong as hits
bCat nuc transl: beta-catenin nuclear translocation modulation; HeLa beta-catenin nuclear translocation, immunofluorescence imaging; nuclear translocation activity, % at 5 µM; hit rate 0.3% among 190,000;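 active means nuclear translocation activity above 50% at 5 µM, with a well cell count of 50 or more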;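 further: per-cell ratio of nuclear to cytoplasmic median beta-catenin stain intensity; plate controls were DMSO negative control for no effect and GSK-3 inhibitor IX positive control for full effect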
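Technique: fluorescence imaging of beta-catenin antibody stain plus DAPI / Material: human HeLa cell line / Incubation: compound treatment 24 h, 37°C, 5% CO2 / Read-out basis: % activation of per-cell nuclear versus cytoplasmic median beta-catenin signal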
AID2073: disruptors of CaV2.2 binding to Mint1 – biochemical, HTRF (AID 2073); inhibition, % at 20 µM, or IC50 in µM where a hit was titrated; hit rate 0.19% among 290,000; HTRF protein-protein interaction, Mint1-CaV2.2; higher % means a stronger effect; in the data active means inhibition mostly above about 51%, no sharp cut-off; further: some results filed as inactive read as strong as hits
Ins promoter up: MIN6 insulin promoter up-regulation; MIN6 insulin promoter-GFP reporter, high-content imaging; hits give high values; z-score at 5 µM; hit rate 0.3% among 190,000;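 active means z-score above 3 at 5 µM with at least 500 cells counted in the well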
MT stabilize HCS: stabilizes microtubules in HeLa cells; AID 2205; % tubulin-high responders, % at 10 µM; HeLa tubulin immunostaining HCS, 24 h; share of cells brighter than vehicle mean+2SD; hit rate 0.83% among 200,000;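 active means plate Z-score above 3 for both tubulin-high and condensed-nucleus cell shares, with cell loss under 80%, at 10 µM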;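 further: anti alpha tubulin signal scored within the nucleus-defined area of each cell; some results filed as inactive read as strong as hits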
Autophagy mod: alters autophagy in cells | MEF GFP-LC3 puncta imaging; test concentration mostly 10 µM | calls only at 10 µM (by protocol) | hit rate 0.98% among 190,000 | AID 463193;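 active means percentage of spot-positive cells more than 3 SD above its plate mean, without a fluorescence outlier flag or 80% toxicity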;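 further: spot-positive cell cutoff set from DMSO-treated cells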
WT yeast gro inh: growth inhibition of WT yeast, mitochondrial fusion screen | inhibition, % at 10 µM | mitochondrial fusion phenotypic screen, WT strain | hit rate 2.1% among 190,000; in the data active means inhibition above about 58%; tested in S. cerevisiae
Yfh1-depleted yeast: mitochondrial function rescue without frataxin homolog – Friedreich's ataxia, plus single-dose screen, dose response (AID 1465) | S. cerevisiae Yfh1-off respiration, WST-1 reduction, 72 h; higher fold induction means a stronger effect | fold induction at 50 µM; hits with a dose series show EC50 in µM | hit rate 0.074% among 220,000;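 active means fold induction of absorbance versus untreated yeast above a set limit, then at least 30% activation at any dose in follow-up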;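 further: activators that raise dye reduction in frataxin-depleted yeast; strong numbers were not always called active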
Dynein cargo inh: dynein cargo transport inhibition | z-score, hits read low | hit rate 0.47% among 220,000 | 3617.4 mouse cells, GR-EGFP nuclear translocation imaging; test concentration mostly 20 µM; stimulated with dexamethasone, 1 µM; hits give low values;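 active means plate z-score of nuclear minus cytoplasmic receptor signal below a set negative limit, without overly bright fluorescence or cell loss, cut at about -3.5 in these data, passing the limit was not always enough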;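 further: z-score of nuclear minus cytoplasmic ring GR-EGFP intensity difference per well; some compounds called inactive have numbers as strong as hits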
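Schedule: 48 h induction, then 1 h compound, then 30 min agonist, 37 °C. Buffer or medium: tetracycline-free induction medium containing charcoal-stripped FBS. Reagent: 1.0 µM final dexamethasone stimulus. Evaluation: nuclear versus cytoplasmic GR-EGFP signal, averaged per well. Signal: high-content fluorescence imaging after fixation.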
WT yeast gro inh mutant strain: also measured in WT yeast gro inh; calls as there; inhibition, %; mitochondrial fusion phenotypic screen, mutant strain inhibition
Dynein cargo inh cytoplasmic EGFP: second read-out of Dynein cargo inh, no call of its own (marks repeat the call); z-score; measured here: cytoplasmic GR-EGFP intensity; hits give high values
Dynein cargo inh nuclear GR-EGFP: second read-out of Dynein cargo inh, no call of its own (marks repeat the call); z-score; measured here: nuclear GR-EGFP intensity;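 lower value marks the stronger effect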
Dynein cargo inh cell count: recorded beside Dynein cargo inh, whose call it bears; z-score; measured here: cell count per field
Ins promoter up cell count: second read-out of Ins promoter up, no call of its own (marks repeat the call); cell count; measured here: cytotoxicity, nuclei count;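 total cells summed across four imaged fields per well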
bCat nuc transl cell count 5 µM: recorded beside bCat nuc transl, whose call it bears; cell count; measured here: cell count, cytotoxicity flag
MT stabilize HCS Hoechst-high %: further read-out of MT stabilize HCS, marked with its call; % Hoechst-high responders; measured here: nuclear condensation Hoechst responders;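 share of cells brighter than vehicle mean plus two SD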
MT stabilize HCS cytotoxicity %: recorded beside MT stabilize HCS, whose call it bears; toxicity, %; measured here: cytotoxicity by cell density;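 0% = mean cell density of plate MIN control wells and 100% = no cells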
Autophagy mod cell loss 18 h: also measured in Autophagy mod; calls as there; toxicity, %; measured here: cell loss, nuclei count;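 cell loss after 18 h compound exposure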
An asterisk follows results filed as active; i = inactive; x = not tested or not shown; + = active, no number.

SMILES	HIV fusion peptide	bCat nuc transl	bCat nuc transl cell count 5 µM	AID2073	Ins promoter up	Ins promoter up cell count	MT stabilize HCS	MT stabilize HCS Hoechst-high %	MT stabilize HCS cytotoxicity %	Autophagy mod	Autophagy mod cell loss 18 h	WT yeast gro inh	WT yeast gro inh mutant strain	Yfh1-depleted yeast	Dynein cargo inh	Dynein cargo inh cytoplasmic EGFP	Dynein cargo inh nuclear GR-EGFP	Dynein cargo inh cell count
CC1C/C(=N/N=C2/NC(=O)CS2)CC(C)(C)C1 (stereo not drawn)	-3.3%	-1.0	1366	12.4%	-0.18	1500	2.9	1.9	3.5	i	3.8	-2.0	-1.9	i	0.24	-0.228	-0.155	0.341
O=C(Nc1nccs1)c1ccc(Br)c(S(=O)(=O)N2CCOCC2)c1	0.1%	-1.0	1182	10.5%	0.05	1125	4.8	1.7	1.1	i	41.5	1.0	-11.3	i	1.45	0.0223	1.76	-2.45
CC(=O)Nc1cccc(C2=CC(c3ccco3)n3ncnc3N2)c1 (stereo not drawn)	55.3%	-3.1	1081	21.4%	0.28	1270	3.1	1.2	9.4	i	6.9	-8.4	16.2	i	0.128	-0.287	-0.178	-0.623
CCOC(=O)C(NC(C)=O)C(OC(C)=O)c1cccc([N+](=O)[O-])c1 (stereo not drawn)	-4.0%	-0.3	1374	34.4%	0.08	1445	1.5	1.6	9.4	i	6.8	-14.1	-6.0	i	0.0179	0.256	-0.168	0.224
COc1ccc(C2C(C(=O)NCC3CCCO3)CCC(=O)N2c2ccc3c(c2)OCO3)cc1 (stereo not drawn)	-0.9%	1.2	1177	43.2%	-0.97	1288	1.8	2.2	9.0	i	-51.9	2.5	1.4	i	0.198	-0.177	0.411	-0.117
CCn1nc(C(=O)OCC(=O)N2CC(=O)Nc3ccccc32)c2ccccc2c1=O	0.2%	0.6	1119	-1.2%	-0.6	1248	2.7	2.2	6.3	i	-1.3	-20.1	10.5	i	-0.926	-0.302	-0.126	0.673
Cc1cccc(NC(=O)c2oc3ccc(S(=O)(=O)N4CCOCC4)cc3c2C)c1C	-2.0%	3.1	1391	-5.8%	-0.09	1073	6.6	4.1	3.4	i	8.3	12.5	8.3	i	-0.62	-0.307	-0.161	0.811
Cc1nn2c(-c3ccccn3)ccnc2c1Br	0.5%	-3.0	1135	-7.7%	-0.78	1228	8.5	2.0	1.6	i	0.0	-0.9	17.3	i	-0.122	-0.326	-0.135	0.218
COC(=O)C1=C(C)NC(=S)NC1c1sccc1C (stereo not drawn)	0.0%	0.4	1047	-9.7%	-1.19	1247	2.3	3.7	8.9	i	-4.0	-11.7	-8.1	i	0.682	-0.206	-0.0568	0.43
Cc1ccccc1N1CCN(CCCCN2C(=O)C3CCCN3C2=O)CC1 (stereo not drawn)	-2.1%	5.1	442	9.5%	0.45	1111	7.3	2.5	2.4	i	-11.8	-9.7	-2.6	i	-0.569	-0.268	-0.657	0.368
COc1cc(NC(=S)NCCO)c(OC)cc1Cl	-1.2%	1.4	1341	-24.6%	0.64	788	x	x	x	x	x	x	x	i	0.0581	-0.153	0.0648	0.129
Cc1c(C)n(CC(O)CN(CCO)CCO)c2ccccc12 (stereo not drawn)	-0.3%	-1.2	587	-6.6%	x	x	1.1	1.5	3.9	i	-4.4	10.3	17.4	i	0.139	-0.0671	0.896	-1.92
Cc1ccc(Cl)cc1N1CCN(C(=O)Cc2ccc(-n3c(=O)[nH]c4ccsc4c3=O)cc2)CC1	-1.3%	x	x	10.8%	-0.66	1175	3.0	4.5	7.2	i	-4.0	2.3	9.8	i	0.316	-0.319	-0.27	0.396
Cc1cc(Cl)c2ccc3ccccc3c2n1	0.9%	-1.6	1036	4.3%	-0.97	1416	1.7	1.6	5.2	i	16.9	-11.3	14.6	i	-0.474	-0.097	-0.0811	-1.35
COc1ccc(C(=O)CCNc2ccc3c(c2)OCCO3)cc1	-5.3%	0.9	1058	9.9%	1.97	1237	1.7	1.4	8.9	i	5.3	-8.0	-1.9	i	-0.623	-0.302	-0.219	0.429
OC(c1ccc2c(c1)OCO2)c1nccc2ccccc12 (stereo not drawn)	-2.6%	-4.5	729	-5.7%	1.17	1162	6.4	3.2	7.3	i	-5.0	3.9	2.7	i	0.109	-0.199	0.295	-0.671
CCN1CCN(CC(=O)N2N=C(c3cccs3)CC2c2ccc(F)cc2)C(=O)C1=O (stereo not drawn)	1.5%	0.3	1342	-6.1%	-0.13	1348	3.0	1.4	4.5	i	3.7	4.9	8.1	i	-1.16	-0.2	-0.461	0.691
O=C1C=C(NC2=CC3OC(c4ccccc4)OCC3OC2=O)CCC1 (stereo not drawn)	1.6%	0.4	932	25.8%	0.29	1321	0.7	2.0	9.1	i	0.4	6.7	17.4	i	-4.4*	0.869*	-2.38*	-1.49*
COc1ccc(C(=O)N2CCC(n3nnc4cc(F)ccc43)CC2)cc1OC	0.0%	0.1	1509	7.1%	0.35	1529	1.2	1.8	1.1	+	13.8*	3.5	4.6	i	-0.438	-0.334	-0.387	0.149
CCOC(=O)c1cnn(-c2ccc(C(C)C)cc2)c1NC(=O)C1CCC1	0.7%	-1.0	1327	0.1%	-0.71	1662	0.7	1.3	8.1	i	10.3	-18.2	-3.4	i	-0.267	-0.225	0.0137	0.724
CC1Cc2nc(SCC(=O)NCC3CCCO3)n(Cc3ccccc3)c(=O)c2S1 (stereo not drawn)	3.2%	1.0	1176	6.8%	-0.45	986	3.3	2.4	2.7	i	0.3	-16.6	11.8	i	1.32	-0.268	0.65	-0.614
O=C(CSc1nnnn1C1CCCCC1)Nc1ccccc1F	-1.0%	0.3	1558	1.3%	-0.02	1594	2.7	1.1	7.4	i	5.5	-6.2	-4.3	i	-0.0242	-0.301	-0.073	0.0277
CN(C)S(=O)(=O)c1ccc(C(=O)NCCOc2ccccc2)cc1	0.4%	x	x	11.5%	-0.52	1197	3.4	1.1	5.2	i	-6.8	-7.1	-1.2	i	0.895	-0.194	0.231	-1.02
O=C(CSc1ccc(Cl)cc1)NC1CCCC1	-3.9%	-3.0	960	-3.9%	0.3	1618	3.1	4.2	6.1	i	-3.2	x	x	i	-0.426	-0.0571	0.129	-0.207
Cc1nn(CCOc2ccccc2)c(=O)n1-c1ccc(Cl)cc1	0.6%	2.0	1107	0.9%	-0.28	1227	8.1	1.1	11.8	i	8.2	12.3	14.3	i	-0.0372	-0.337	-0.348	0.377
CCN(CC)CCn1c(NCc2nc3ccccc3n2Cc2ccccc2)nc2ccccc21	-1.8%	x	x	-6.2%	-1.08	852	1.2	1.4	6.3	i	-4.6	11.9	10.7	i	-0.799	0.717	-0.483	0.981
Cc1ccc(C2N(c3ccc(Cl)c(Cl)c3)C(=O)C3CCCN32)o1 (stereo not drawn)	1.6%	x	x	18.9%	-0.04	1081	2.9	1.8	2.2	i	-7.1	15.7	28.1	i	-0.95	-0.232	-0.605	0.528
COc1ccccc1NS(=O)(=O)c1cccc(C(=O)N/N=C2\CC(=O)CC(C)(C)C2)c1	1.9%	-0.5	996	-0.8%	-0.38	1535	3.8	1.4	4.3	i	19.0	2.5	13.9	i	0.527	-0.212	0.399	-0.514
CCCCN(C)C/C(O)=C(\C#N)c1nc(-c2ccccc2)cs1	0.9%	x	x	-6.5%	0.16	944	1.4	1.6	5.1	i	-0.1	0.0	-4.2	i	0.0106	-0.0519	0.217	0.000664
Cc1cccc(NC(=O)CSc2nnc(NC(=O)CN3CCCCC3)s2)c1	3.0%	-1.9	577	-0.3%	-2.58	600	1.0	3.7	10.0	i	-1.4	-13.5	-12.0	i	-0.0707	-0.229	-0.0751	-0.428
CNc1ccc(Cl)cc1C(N)=O	-0.8%	-0.8	1131	15.1%	0.18	1504	x	x	x	x	x	x	x	i	0.078	-0.102	0.0355	-1.32
NC(=O)CSc1nnnn1-c1cccc(Cl)c1	-2.4%	-3.0	582	2.4%	0.76	1218	2.0	2.3	7.5	i	7.2	-7.0	0.3	i	0.279	-0.255	0.252	-0.172
Clc1cc(Br)ccc1OCCCn1ccnc1	0.2%	x	x	17.2%	0.7	1353	2.6	3.0	5.6	i	-5.0	47.2	50.0	i	0.145	-0.309	0.26	-0.266
Cc1occc1C(=O)N/N=C/c1cnn(C)c1C	1.6%	-2.6	564	-1.4%	x	x	2.8	1.9	4.7	i	-1.7	1.2	4.5	i	0.0511	-0.242	-0.169	0.893
CC(C)=CCCC(C)N(C=O)C(C)CCC=C(C)C (stereo not drawn)	x	x	x	x	x	x	1.7	1.6	21.1	i	-1.2	x	x	i	0.144	-0.103	0.0727	0.35
O=C1CCC/C(=N\NC(=O)c2ccc(CSc3cccc4cccnc34)cc2)C1	-0.1%	1.2	1048	28.5%	0.78	1168	3.1	3.0	6.6	i	30.0	-13.2	8.2	i	0.544	-0.106	0.54	-0.474

Fetched by compound from above:
SMILES	HIV fusion peptide	bCat nuc transl	bCat nuc transl cell count 5 µM	AID2073	Ins promoter up	Ins promoter up cell count	MT stabilize HCS	MT stabilize HCS Hoechst-high %	MT stabilize HCS cytotoxicity %	Autophagy mod	Autophagy mod cell loss 18 h	WT yeast gro inh	WT yeast gro inh mutant strain	Yfh1-depleted yeast	Dynein cargo inh	Dynein cargo inh cytoplasmic EGFP	Dynein cargo inh nuclear GR-EGFP	Dynein cargo inh cell count
Clc1cc(Br)ccc1OCCCn1ccnc1	0.2%	x	x	17.2%	0.7	1353	2.6	3.0	5.6	i	-5.0	47.2	50.0	i	0.145	-0.309	0.26	-0.266
CC(C)=CCCC(C)N(C=O)C(C)CCC=C(C)C (stereo not drawn)	x	x	x	x	x	x	1.7	1.6	21.1	i	-1.2	x	x	i	0.144	-0.103	0.0727	0.35
